Compound activity (PubChem BioAssay)
ROMK primary – modulators of human ROMK potassium channel; P48048; 130,000 compounds, 2% hits; B-score at 10 µM; Tet-inducible ROMK, thallium flux fluorescence; actives lie on both sides;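 active means signal ratio slope over the read window, or its plate-corrected B-score, at least 3 SD from the plate mean, either direction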;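 further: B-score of the F/F0 ratio slope over 7 to 12 s after thallium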
Target sequence (P48048 whole entry, looked up): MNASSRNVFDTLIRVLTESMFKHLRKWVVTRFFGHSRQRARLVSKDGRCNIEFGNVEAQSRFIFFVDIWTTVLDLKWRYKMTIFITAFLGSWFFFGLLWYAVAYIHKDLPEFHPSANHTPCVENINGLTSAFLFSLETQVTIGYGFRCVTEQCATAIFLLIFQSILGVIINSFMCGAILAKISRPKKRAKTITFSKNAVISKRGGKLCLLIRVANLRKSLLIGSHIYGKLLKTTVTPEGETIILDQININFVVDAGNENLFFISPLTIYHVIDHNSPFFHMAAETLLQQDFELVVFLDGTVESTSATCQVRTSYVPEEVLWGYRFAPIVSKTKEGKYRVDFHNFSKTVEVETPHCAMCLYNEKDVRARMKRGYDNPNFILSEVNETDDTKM
Numbers without * were called inactive. This is a subset; the hit share may differ from the screen's.

SMILES,ROMK primary
N#C/C(=N\Nc1cccc(F)c1)C(=O)C1CC1,0.96
CCNC(=O)Oc1ccc[nH]c1=O,-1.2
O=C(c1ccccc1)c1ccc2nc(Nc3ccccc3)c3nncn3c2c1,-0.8
O=C(Nc1ccccc1)N1CCCC1c1cccs1 (stereo not drawn),-2
COC(=O)c1cc(N2CCNCC2)nc2ccccc12,-0.47
CCOc1ccc(-c2cc(N)n(S(=O)(=O)c3cccc4nsnc34)n2)cc1,-0.2
O=c1[nH]c(S)c(/C=C2\C=Nc3ccccc32)s1,-1.4
COc1ccc(OC)c(C2C(C(=O)c3ccco3)=C(O)C(=O)N2CCCN2CCOCC2)c1 (stereo not drawn),-0.26
COCCCn1c(=O)/c(=C\c2cccc(OC)c2OC)s/c1=C(/C#N)C(=O)Nc1ccc(C(=O)O)cc1,0.16
O=S(=O)(Nn1c(O)c(C=C2N=c3ccccc3=N2)sc1=S)c1ccccc1,-0.34
CC(C)(C)c1ccc(C2=NC(=O)C(CC(=O)O)S2)cc1 (stereo not drawn),0.21
Cn1ncc(C(=O)Nc2ccc(OC(F)(F)F)cc2)c1-n1cccc1,-1.7
Cc1ccc(NC(c2ccccc2)c2nc3ccccc3[nH]c2=O)cc1 (stereo not drawn),-0.57
O=C(Cn1cnc2cc([N+](=O)[O-])ccc2c1=O)Nc1ccc(N2CCOCC2)cc1,-0.0085
Cc1ccc(Sc2nc(C)c([N+](=O)[O-])c(C)c2C#N)cc1,-1.1
C=CCn1cnc2c(c1=O)c1nc3ccccc3nc1n2-c1ccc(Cl)cc1,0.1
Cc1c(S(=O)(=O)c2ccccn2)c(N)n(Cc2cccc(Cl)c2)c1C,-1.5
O=C(NC1CCCCCC1)C(Cc1ccccc1)n1cccc1 (stereo not drawn),0.28
CS(=O)(=O)N1CCC(C(=O)NCc2ccc(Cl)cc2)CC1,0.41
OC1(c2ccc(Cl)c(Cl)c2)C[n+]2ccccc2N1Cc1ccccc1 (stereo not drawn),-4*
O=C(Nc1nnc(COc2ccc(F)cc2)s1)Nc1ccccc1F,0
CCc1ccc(/C=C2\Oc3c(ccc(O)c3CN3CCN(C)CC3)C2=O)cc1,-8.1*
COc1cc([N+](=O)[O-])c(OC)cc1SCc1n[nH]c(=S)n1-c1ccc(C)cc1,0.54
COC(=O)c1cnn(-c2ccc(F)cc2F)c1/C=N/NC(N)=S,-0.44
O=C(Nc1ccc2oc(=O)ccc2c1)c1ccc(-c2cccc([N+](=O)[O-])c2)o1,0.88
COc1cccc(OCc2cc(/C=N/Nc3ccc(C(=O)O)cc3)ccc2OC)c1,1.2
CCCc1cc(C(=O)Nc2ccn(Cc3ccc(C)cc3)n2)no1,-0.9
CCO/C(C)=C1/SC(=S)NC1=O,0.5
Cc1c(C(=O)N(Cc2ccccc2)C(C)C)cnn1-c1ccccc1,-0.19
Cc1ccc(S(=O)(=O)[N-]c2nc3ccccc3nc2-[n+]2cc(C)cc(C)c2)cc1,-0.31
C=CCn1c(SCC(N)=O)nc2nc3c(cc2c1=O)COC(C)(C)C3,0.71
O[C@@H]1COC(Nc2ccc(N=Nc3ccccc3)cc2)C[C@@H]1O (stereo partly drawn),-1.3
O=C(NNC(=O)c1csc(-c2cnccc2C(F)(F)F)n1)c1ccc(C(F)(F)F)cc1,-0.84
CSc1nnnn1-c1c(C)cc(C)cc1C,-0.2
CCc1ccc[n+](-c2nc([O-])sc2C=O)c1,1.2
Cc1ccc(S(=O)(=O)Nc2cccc3ncccc23)cc1,-0.38
CCCCn1c2nc3ccccc3nc2c2c(=O)n(CC(C)C)cnc21,-0.81
COC(=O)CCCCCCCCC(O)CN(C)C (stereo not drawn),-1.1
CC(=O)Nc1ccc(/C=C/c2ccc3cccc([N+](=O)[O-])c3n2)cc1,-0.37
CC(C)(C)OC(=O)NCCCCCc1nnc(SCc2cccc(F)c2)o1,-0.54
Cc1cc(=O)c2ccc(C(F)(F)F)cc2[nH]1,-0.14
Cc1c(CCC#N)c(N2CCCCC2)n2c(nc3ccccc32)c1C#N,0.23
Cc1ccc(C)c(NC(=S)N/N=C2\CCc3ccccc32)c1,0.022
CCOc1cccc(NC(=O)c2cnccc2C(F)(F)F)c1,0.2
CCN(CC)c1ccc(CNc2nc3ccccc3n2C)cc1,0.029
O=S1(=O)C[C@@H]2N=C(N/N=C/c3ccccc3)S[C@@H]2C1,0.8
C/C(=N/NC(=O)CN1CCN(Cc2ccccc2Cl)CC1)c1ccco1,-0.98
Cc1cccc(Nc2nc(N)c([N+](=O)[O-])c(NCc3ccccc3)n2)c1,0.034
CCN(CC)CC(O)CCCCCCCCC(=O)OC (stereo not drawn),-0.74
N/C(COc1cc(Cl)cc(Cl)c1)=N\O,2.2
NCCCCCC(=O)N/N=C/c1coc2ccccc2c1=O,-1.1
c1ccc(CSc2nc3ccccc3[nH]2)cc1,0.5
CCOc1ccc(NC(=O)C2C3CC/C=C\CCC32)cc1 (stereo not drawn),0.16
CC(C)CCNC(=O)C1CCC(CNc2c(N3CCCC3)c(=O)c2=O)CC1 (stereo not drawn),-0.37
Cc1ccccc1-n1c(=S)[nH]c2nc3c(cc2c1=O)COC(C)(C)C3,1.8
O=[N+]([O-])c1ccc(-c2nn(-c3ccccc3)cc2/C=N/n2c(-c3ccncc3)n[nH]c2=S)cc1,-0.3
Cc1[nH]c(=S)c(C#N)c(-c2ccccc2)c1C(=O)Nc1ccccc1,0.52
Cc1ccc(-c2n[nH]c3c2C(c2cccc(O)c2)N(c2ccc(C(=O)O)cc2)C3=O)cc1 (stereo not drawn),-0.45
CCC(C)(C)NC(=O)C(c1ccc(O)cc1)N(CCOC)C(=O)CCC(=O)Nc1nccs1 (stereo not drawn),-0.37
CCCCc1ccc(S(=O)(=O)Nc2ccc(C)c(NS(C)(=O)=O)c2)cc1,-2.1

Further entries.
Structure	ROMK primary
COc1ccccc1NC(=O)Cn1nc(Cc2cccnc2)c2ccccc2c1=O	0.13
NC(=O)N/N=C/c1c(O)ccc2oc3c(c12)CCCC3	-0.037
COc1ccccc1NC(=O)/C(=C\c1cccs1)NC(=O)c1ccco1	-0.013
COc1nccnc1NS(=O)(=O)c1ccc(NC(=S)NC(=O)c2cccnc2)cc1	0.66
CC(NC(=S)Nc1cccc(F)c1)C(c1cccs1)N1CCOCC1 (stereo not drawn)	1.2
O=C(CSc1nc(O)cc(=O)n1-c1ccccc1)Nc1nc2ccccc2s1	0.49
COc1ccc(-c2ccnc(SCC(=O)N3CCN(c4ccccc4)CC3)n2)cc1	1.1
NNC(=O)c1csc(CS(=O)(=O)c2ccc(Cl)cc2)n1	0.14
N#C/C(=N\Nc1cccc(C(F)(F)F)c1)C(=O)c1csc(-c2cccnc2)n1	-3.8*
O=c1[nH]cnc(O)c1C(c1ccc(Br)cc1)c1c(O)nc[nH]c1=O	0.097
NNc1nc2sc3c(c2c(=O)n1Cc1ccccc1)CCC3	-1.1
O=C1N=c2ccccc2=C1c1sc(=S)n(NC(=O)c2ccccc2)c1O	-0.1
NC(=O)C1=CN(Cc2ccc(Cl)cc2)CCC1C(F)(F)F (stereo not drawn)	-0.51
Cc1ccc(NC(=O)c2c(C)noc2-c2snnc2C)cc1	0.48
CCCCn1nc(CC(=O)NCCN(CC)CC)c2ccccc2c1=O	-0.04
CC1CCN(C(=O)c2ccc(CNc3c(N4CCCC4)c(=O)c3=O)cc2)CC1	-0.97
CCn1cc(C(=O)O)c(=O)c2cnc(N3CCN(C(=S)NC(=O)c4ccc(Cl)cc4)CC3)nc21	0.21
COc1ccc(C2CC(c3ccccc3)Nc3nc(NS(C)(=O)=O)nn32)cc1 (stereo not drawn)	0.38
O=C1NCCCC1C(=O)N/N=C/c1ccc([N+](=O)[O-])cc1 (stereo not drawn)	0.0012
O=C(NC(=S)Nc1ccccn1)c1cccc([N+](=O)[O-])c1	-1.5
CC(C(=O)O)n1ncc2ccccc2c1=O (stereo not drawn)	-0.44
Cc1cccc(CSc2nnc([C@@H]3CCCN3C(=O)OC(C)(C)C)o2)c1	-0.29
Cc1nc(C)c(-c2ccnc(/N=C/NO)n2)s1	-1.4
COc1ccc(OS(=O)(=O)c2c(C)noc2C)cc1	-0.56
CN(C)CCCOC(=O)COc1ccc(Br)cc1	-0.29
CC(C)c1nc(NCCO)c(C#N)c2c1CCCC2	-0.0034
CCn1c(C)cc(O)cc1=O	0.42
CCN(CC)C(=O)CSc1nnc2nnc3cc(Cl)ccc3n12	0.1
C/C(=N\O)c1oc2ccc3c(C)cc(=O)oc3c2c1C	0.012
Oc1c(/C=N/c2ccccn2)sc2ccccc12	0.6
COc1ccc(/C=C/C(=O)NC(=S)NCc2ccccc2)cc1OC	-0.54
COc1ccc(N2C(=O)CC(NNC(=O)c3cccnc3)C2=O)cc1 (stereo not drawn)	-0.44
COc1ccc(C2=Nn3c(nnc3-c3cc(C)[nH]n3)SC2)cc1	0.45
CC(C)NC(=O)C(=O)NCc1ccccn1	0.027
CCOC(=O)C1=C(CS(=O)(=O)c2ccc(C)cc2)NC(=O)NC1c1ccc(O)c(OC)c1 (stereo not drawn)	-0.24
Cc1cc(C)c2c(N)c(C(=O)c3ccccc3)sc2n1	0.29

The final two compounds of the part before open the next one:
Structure	ROMK primary
CCOC(=O)C1=C(CS(=O)(=O)c2ccc(C)cc2)NC(=O)NC1c1ccc(O)c(OC)c1 (stereo not drawn)	-0.24
Cc1cc(C)c2c(N)c(C(=O)c3ccccc3)sc2n1	0.29
Cc1onc(-c2c(Cl)cccc2Cl)c1NC(=O)NN(C)c1ccc([N+](=O)[O-])cn1	1.8
CCS(=O)CC(=O)Nc1c(-c2ccccc2)oc2ccccc2c1=O (stereo not drawn)	-0.53
Nc1nc(Nc2cccc(F)c2)nc(NCc2ccco2)c1[N+](=O)[O-]	0.36
CC(=O)c1sccc1NC(=O)c1ccccc1C(=O)O	0
O=C(Nc1cccc2ccccc12)NC1Cc2ccccc2C1	0.37
COc1ccccc1Nc1cc(C(=O)NCc2cccnc2)c2ccccc2n1	0.97
Cc1ccccc1/C=N/Nc1ncnc2nc[nH]c12	0.38
Cc1cc(OCC(=O)c2ccc(C(F)(F)F)cc2)n2cnnc2n1	-0.5
COc1cccc(NC(=O)Cn2c(=O)oc3cc(S(=O)(=O)N4CCCC4)ccc32)c1	0.87
CC(=O)C1=C(C)NC(=S)NC1c1cc([N+](=O)[O-])ccc1O (stereo not drawn)	0.94
O=S(=O)(NC1CC1)c1ccc(S(=O)(=O)N(Cc2ccccn2)C2CC2)cc1	-0.92
COCCNC(=O)CSc1nc2sc(C)c(C)c2c(=O)n1-c1ccccc1	0.41
Cc1ccc(C2C(C(=O)c3cc4ccccc4o3)=C(O)C(=O)N2CCN(C)C)o1 (stereo not drawn)	0.72
Cc1ccc(C)c2[nH]c(=O)c(CN(Cc3cccnc3)C(=S)NCc3ccco3)cc12	-0.71
Cn1nc(C(F)(F)F)c(-c2cccc(C(F)(F)F)c2)c1NC(=O)c1cccnc1	-0.74
Cc1ccccc1/C=N/Nc1nc2ccccc2c(=O)n1O	1
COCCNC(=O)C1CCCN(S(=O)(=O)c2c(C)noc2/C=C/c2cccs2)C1 (stereo not drawn)	-0.2
O=C(CSC1CS(=O)(=O)c2cc([N+](=O)[O-])ccc21)NNC(=O)c1ccccc1 (stereo not drawn)	-1.4
Cc1cccc(N(CC(=O)N/N=C/c2ccccc2C(=O)O)S(C)(=O)=O)c1C	0.2
COc1ccc(CNC(=S)N/N=C(/C)c2ccccc2)cc1	0.85
Cc1cc(Oc2ccc(N)cn2)ccc1Cl	-1.1
Cc1[nH]c(=S)[nH]c(=O)c1CCC1OCCO1	0.044
CC(NCc1ccccc1)c1ccccc1O (stereo not drawn)	-0.11
CC1(C(=O)NC2CCCCC2)CCC(=O)N1Cc1ccc2c(c1)OCO2 (stereo not drawn)	2.1

2 consecutive compounds from above, for reference:
Structure	ROMK primary
COCCNC(=O)C1CCCN(S(=O)(=O)c2c(C)noc2/C=C/c2cccs2)C1 (stereo not drawn)	-0.2
O=C(CSC1CS(=O)(=O)c2cc([N+](=O)[O-])ccc21)NNC(=O)c1ccccc1 (stereo not drawn)	-1.4

Sorted by count of non-hydrogen atoms (high to low): 3 of the compounds above
Structure	ROMK primary
Cc1ccc(C)c2[nH]c(=O)c(CN(Cc3cccnc3)C(=S)NCc3ccco3)cc12	-0.71
Cc1ccccc1/C=N/Nc1nc2ccccc2c(=O)n1O	1
Cc1[nH]c(=S)[nH]c(=O)c1CCC1OCCO1	0.044

Carrying on.
Structure	ROMK primary
O=C(/C=C/c1ccccc1)N(Cc1ccc(Cl)cc1)C1CCS(=O)(=O)C1 (stereo not drawn)	-1.1
COC(=O)CCN1CCc2cc(N=Nc3ccc([N+](=O)[O-])cc3)ccc21	0.058
Nc1c(C(=O)O)sc2nc(-c3ccccc3)cc(-c3ccccc3)c12	0.72
Nc1nnc(Cc2cccc(Br)c2)s1	-1.4
O=C1OCC/C1=C\OCCCO/C=C1\CCOC1=O	0.45
COC(=O)c1ccc(S(=O)(=O)N2CCN(CCO)CC2)n1C	-0.72
Cc1ccc2nc3c(nc2c1C)C(O)=C3O	0.55
Cc1cccc(NC(=O)c2cc(Cl)nc3ccccc23)n1	-0.59
O=Cc1c(Cl)nc2ccccn2c1=O	-0.41
O=C(NNc1ncnc2sccc12)c1ccc(Cl)cc1	-1.7
Cc1oc(S(=O)(=O)N2CCCC2)cc1C(=O)Nc1ccccc1	-0.98
Cc1cc(C)c2cc(CN(CCO)C(=O)NC3CCCCC3)c(=O)[nH]c2c1	0.013
CCc1cc2c(=O)c(-c3nc4ccccc4[nH]3)coc2c(CN2CCCCC2)c1O	0.0042
CCCCN(CCCC)CC(O)Cn1c2ccccc2c(=O)c2ccccc21 (stereo not drawn)	-0.93
CNc1nnc(C(F)(F)F)s1	1
Cc1ccn2cc(CCNS(=O)(=O)c3ccc([N+](=O)[O-])cc3)nc2c1	0.84
Cn1c(=O)c(C#N)c(-c2ccc(F)cc2)c2cc(C(=O)c3cc(Cl)cc(Cl)c3O)cnc21	-0.14
CN(NC(=O)c1ccccc1F)c1ncccc1[N+](=O)[O-]	-0.19
CN1C(=O)/C(=C2\SC(=S)N(CCCCCC(=O)O)C2=O)c2ccccc21	0.57
